# Compound activity (PubChem BioAssay)
# Mdm2-MdmX inh: disrupts the human Mdm2-MdmX interaction | inhibition, % at 8 µM | SaOS-2 split-luciferase Mdm2/MdmX complementation, luminescence | O15151+Q00987 | 3% of 330,000 active;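 active = inhibition of at least 50% at 8 µM in the primary screen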
# Target sequence (O15151 whole entry, looked up): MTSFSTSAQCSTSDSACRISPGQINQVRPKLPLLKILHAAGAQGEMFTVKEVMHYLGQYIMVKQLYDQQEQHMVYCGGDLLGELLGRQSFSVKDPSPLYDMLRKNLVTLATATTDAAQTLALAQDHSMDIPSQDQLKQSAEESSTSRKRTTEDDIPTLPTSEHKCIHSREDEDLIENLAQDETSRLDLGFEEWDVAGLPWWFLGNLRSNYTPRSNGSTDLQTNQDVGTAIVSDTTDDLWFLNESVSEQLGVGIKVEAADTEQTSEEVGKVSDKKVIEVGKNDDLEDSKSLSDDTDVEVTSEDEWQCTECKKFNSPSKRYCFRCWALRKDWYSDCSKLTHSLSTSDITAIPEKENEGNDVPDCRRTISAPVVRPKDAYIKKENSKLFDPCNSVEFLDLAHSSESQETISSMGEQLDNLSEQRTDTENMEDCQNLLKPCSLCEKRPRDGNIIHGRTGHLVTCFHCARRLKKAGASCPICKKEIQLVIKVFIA
# Target sequence (Q00987 whole entry, looked up): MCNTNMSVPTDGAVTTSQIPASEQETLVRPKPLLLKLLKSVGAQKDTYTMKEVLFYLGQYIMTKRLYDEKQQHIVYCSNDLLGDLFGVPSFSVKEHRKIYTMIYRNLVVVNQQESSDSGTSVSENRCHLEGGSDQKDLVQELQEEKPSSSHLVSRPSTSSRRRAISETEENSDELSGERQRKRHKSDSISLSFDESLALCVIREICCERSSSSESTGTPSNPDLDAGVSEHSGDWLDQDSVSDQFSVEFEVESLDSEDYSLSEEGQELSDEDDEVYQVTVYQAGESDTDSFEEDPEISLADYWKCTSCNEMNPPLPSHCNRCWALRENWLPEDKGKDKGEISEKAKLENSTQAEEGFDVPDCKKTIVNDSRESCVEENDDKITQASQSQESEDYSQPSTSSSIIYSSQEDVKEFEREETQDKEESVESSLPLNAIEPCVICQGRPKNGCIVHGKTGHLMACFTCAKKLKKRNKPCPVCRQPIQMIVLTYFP
# NR3A LBD binder: modulators (binders) of human NR3A ligand-binding domain; NR3A LBD differential scanning fluorimetry, Tm shift; 0% = protein alone, 100% = glycine-bound protein; Tm shift relative to glycine control, % at 25 µM; 2.5% of 340,000 active;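 active = melting temperature shift of at least 10% of the positive control shift, at one fixed dose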
# APJ agonist: APJ receptor agonism | 0.11% of 330,000 active | CHO-K1 APJ PathHunter beta-arrestin, luminescence; 0% DMSO wells, 100% apelin | P35414 | AID 2520 | activation, % at 20 µM;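 active = activation more than six SD over the plate average, tested at 20 µM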;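 also: 0% = DMSO alone and 100% = apelin-13 at 10 nM; some results filed as inactive read as strong as hits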
#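 Assay system: CHO-K1 APJ beta-arrestin complementation cell line / Compound: single test compound dose, 20 µM final, 1% DMSO / Times: overnight seeding, 90 min compound at 25 °C, 1 h detection / Technique: beta-gal luminescence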
# TIM10 inh: TIM10 yeast growth inhibition. S. cerevisiae TIM10 strain growth, BacTiter-Glo luminescence, 24 h. inhibition, % at 10 µM. 1.4% of 330,000 active;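 active = inhibition of 40% or more at the single tested concentration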;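 also: wild-type TIM10 isogenic control strain grown at permissive 25 °C; 0% = DMSO yeast wells and 100% = minimal medium wells without yeast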
# NLRP3 yeast inh: blocks the NALP3 inflammasome reconstituted in yeast; Yeast reconstituted NLRP3/ASC/caspase-1, beta-gal luminescence, 24 h; 0.39% of 330,000 active; AID 2825; inhibition, % at 10 µM;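 active = inhibition of 50% or more; inactive = inhibition below 50%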;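 also: plate controls were induced DMSO wells for no effect and uninduced yeast grown without galactose for full effect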
# tim10-1 inh: tim10-1 yeast growth inhibition; inhibition, % at 20 µM; 2.2% of 330,000 active; S. cerevisiae tim10-1 ts strain growth, BacTiter-Glo, 24 h;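 active = inhibition of at least 40%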;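 also: mutant grown at 25 °C; 0% = DMSO wells with yeast and 100% = wells holding no yeast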
# XBP1 UPR activ: activators of adaptive arm of unfolded protein response (XBP1) | CHO-XBP1 luciferase reporter, IRE1-XBP1 UPR activation, luminescence; percent of tunicamycin response, DMSO as zero | activation, % at 20 µM | 0.33% of 330,000 active | AID 463104;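 active = versus positive control, 20 µM dose yields 30% or more activation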;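 also: 100% = tunicamycin at 10 µg/mL and 0% = DMSO only wells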
#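 Material: CHO cell line with stable XBP1 luciferase reporter; schedule: 16-18 h cell attachment at 37 °C, then 6 h compound exposure; signal: glow luminescence from Steady-Glo reagent; medium: serum-containing F12 medium, 10% FBS; benchmarks: tunicamycin 10 µg/mL and vehicle-only wells; read-out: percent activation relative to tunicamycin reference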
# CHOP UPR activ: activators of apoptotic arm of unfolded protein response (CHOP). CHO-CHOP luciferase reporter, UPR activation, luminescence; percent of tunicamycin response over DMSO baseline. activation, % at 10 µM. 0.34% of 330,000 active;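 active = at 10 µM dose, activation of 40% or more, normalized to positive control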;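 also: 100% = tunicamycin at 10 µg/mL and 0% = DMSO alone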
#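 measured by = luciferase luminescence | assay system = CHO-CHOP cells, stable luciferase reporter of PERK-eIF2a-CHOP signalling | amount = 500 reporter cells seeded per well | timing = 6 h compound exposure at 37 °C after overnight seeding | controls = positive tunicamycin 10 µg/mL, negative DMSO alone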
# tim23-1 inh: growth inhibitors of tim23-1 mutant yeast; S. cerevisiae tim23-1 growth, BacTiter-Glo luminescence, 24 h; inhibition, % at 20 µM; 1.3% of 330,000 active; AID 463212;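 active = growth inhibition of the mutant yeast at or above 50%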;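 also: temperature-sensitive mutant grown at 25 °C; plate controls were DMSO-treated mutant yeast for no effect and medium wells lacking yeast for full effect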
# Numbers without * were called inactive.
SMILES,Mdm2-MdmX inh,NR3A LBD binder,APJ agonist,TIM10 inh,NLRP3 yeast inh,tim10-1 inh,XBP1 UPR activ,CHOP UPR activ,tim23-1 inh
CC[C@@]1(C(=O)OC)N[C@H](CN(C)C(=O)Nc2ccc(Cl)cc2)[C@@H]2C(=O)N(Cc3ccccc3)C(=O)[C@@H]21,64*,2,0,-1,12,18,-1,1.1,11
Cc1cccc(NC(=O)COC(=O)CCCC2=NS(=O)(=O)c3ccccc3N2)c1,2,1,2,4,-11,17,-2,1.0,6
COc1ccc(S(=O)(=O)Nc2ccccc2)cc1OC,22,-1,1,-4,12,0,-1,-0.4,21
Cc1ccccc1N1CCN(C(=S)c2ccc(-c3cccc([N+](=O)[O-])c3)o2)CC1,-8,-2,-4,15,30,1,0,4.9,0
CC(C)Oc1ccc(CNC(=S)Nc2ccccc2)cc1Cl,13,-3,0,11,25,37,1,0.4,35
CCN(CC)S(=O)(=O)c1cccc(C(=O)N/N=C/c2ccc([N+](=O)[O-])o2)c1,20,-4,11,18,12,3,-1,0.5,19
CCOC(=O)N1CCN(C(=O)c2ccc(NC(=O)CC)cc2)CC1,-1,0,-6,1,9,0,0,1.5,16
Cc1nc2ccccc2cc1C(=O)N/N=C/c1cccc([N+](=O)[O-])c1,-12,2,2,16,6,28,-2,0.7,28
NS(=O)(=O)c1cccc(NC(=O)COC(=O)CCCc2c[nH]c3ccccc23)c1,10,-2,-3,-1,9,-1,-6,2.8,10
COc1cc(N/N=C(\C)c2ccc(N)cc2)nc(-c2ccccc2)n1,14,-20,-4,-6,27,17,-2,2.2,39
O=C(Nc1cc(F)ccc1F)C1CCN(S(=O)(=O)c2cccc3nonc23)CC1,1,-10,-2,11,2,-6,-1,1.9,14
Cc1cc(C)cc(NC(=O)CCn2ccnc2)c1,-20,-1,0,5,4,3,1,0.3,5
COC(=O)C1NN=C(C(=O)c2ccc(Cl)cc2)C1c1ccc(OC)cc1 (centres undefined),-4,-7,-10,19,9,14,-1,2.1,22
COc1ccc2nc3ccccc3nc2c1NC(=O)c1ccc(Cl)cc1,48,1,-3,-4,7,1,1,1.2,-25
CCS(=O)(=O)N1Cc2ccccc2CC1C(=O)Nc1nnc(C2CC2)s1 (centres undefined),10,0,-3,-3,-11,5,2,-0.8,8
O=C(NC1CC1)C1CCCN(C(=O)NC2CCCCC2)C1 (centres undefined),-15,1,-3,13,14,6,0,-0.2,0
O=S(=O)(CCSc1ccc(C(F)(F)F)cn1)c1ccc(Cl)cc1,-10,-2,-3,21,18,25,1,0.5,32
Cc1ccc(S(=O)(=O)N2CCN(S(=O)(=O)c3ccccc3)C2c2ccc(N(C)C)cc2)cc1 (centres undefined),12,1,-2,7,9,27,5,-2.7,22
COc1cccc(/C=C2\SC(=O)N(CCC(=O)N3CCCCC3CCO)C2=O)c1 (centres undefined),15,2,0,29,15,33,-4,0.4,36
COc1ccc(NC(=O)COC(=O)Cc2c(F)cccc2Cl)cc1OC,8,0,-1,6,0,27,-2,-1.4,24
c1ccc(CCNc2ncnc3sccc23)nc1,7,-1,-3,-23,8,6,3,3.6,-3
COc1cccc(C(=O)COC(=O)c2n[nH]c(=O)c3ccccc23)c1,7,0,-3,15,11,7,0,-1.0,4
CC(Cc1ccccc1)NC(=S)CN1CCCC1=S (centres undefined),-13,9,-2,29,23,35,0,-1.7,20
COc1ccc(C(C(=O)NC2CCCCC2)N(C(=O)c2snc(C(N)=O)c2N)c2ccccc2OC)cc1 (centres undefined),23,-2,-3,0,1,23,3,0.6,21
CC1CN(C(=O)Cn2c(C(F)(F)F)nc3ccccc32)CC(C)O1 (centres undefined),2,2,-1,1,9,2,-3,1.8,10
Cc1ccc(/C=N/NC(=O)c2nnn(-c3nonc3N)c2-c2ccccc2)o1,28,-1,-4,-3,18,15,-4,3.0,0
Cc1ccccc1NC(=O)C1CCCN(S(=O)(=O)c2ccc(-n3cnnn3)cc2)C1 (centres undefined),3,-1,-1,11,21,5,-2,1.1,-2
Cc1cccc(NC(=O)Nc2cccc(C#N)c2)n1,12,0,-5,12,21,6,1,5.8,3
COCCN1C(=NCCCOC(C)C)N[C@@H](c2ccccc2)C(C(=O)OC)=C1C,-20,-1,14,-3,5,8,0,0.5,21
Cc1ccc(C(=O)C2CCN(CC(=O)Nc3ccccc3C)CC2)cc1,2,0,-2,0,17,16,-4,1.6,-1
CCCc1[nH]nc2c1C(c1ccccc1OCC)C(C#N)=C(N)O2 (centres undefined),23,-2,1,15,18,29,-2,1.1,27
CCC(NC(=O)c1cccc(Cn2nc(C)c([N+](=O)[O-])c2C)c1)c1ccc(C(C)C)cc1 (centres undefined),-2,-4,2,5,9,24,0,-0.3,11
CSc1nn2c(C(F)(F)F)cc(C(F)(F)F)nc2c1C(N)=O,8,1,-4,-3,1,-1,4,-0.8,-1
O=C(NCC(=O)N1CCCCCCC1)c1cccc([N+](=O)[O-])c1,8,-1,2,-8,1,-7,0,2.2,6
CCn1nnnc1NC(=O)c1cc(Cl)c(OC)c(Cl)c1,-2,1,1,-17,3,-9,2,-0.9,-6
O=C(COc1ccc(Cl)cc1Br)NNC(=O)C(=O)N1CCCCC1,11,0,-2,9,20,28,1,0.4,22
CC(=O)Nc1c(NCC(C)C)c2ccccc2oc1=O,-20,2,0,3,8,7,-1,0.0,7
CCCCCn1c(C(Cc2ccccc2)NC(=O)COC)nc2ccccc21 (centres undefined),25,2,0,17,-14,26,-3,-2.2,28
CC1=CC(C)(C)n2c(O)c(N=NC(N)=S)c3cccc1c32,21,-12,-3,9,-4,24,-1,-0.4,4
CCn1c2ccccc2c2cc(N=C3SC(CC(=O)Nc4ccccc4OC)C(=O)N3CCOC)ccc21 (centres undefined),38,1,4,26,9,30,-2,1.2,24
O=C(c1cccc2c1-c1ccccc1/C2=N/O)N1CCCCC1,39,0,-5,30,15,18,1,-2.9,33
Cn1nc(C(=O)OCC(=O)Nc2ccc(SC(F)F)cc2)c2ccccc2c1=O,2,-6,-2,5,15,-31,0,1.4,-12
CN(Cc1nc2ccccc2c(=O)[nH]1)C(=O)c1cccc(NC(=O)c2cccs2)c1,7,2,0,5,11,7,1,-1.0,17
CCOC(=O)c1cn2nc(Oc3cccc(F)c3)ccc2n1,32,-2,-4,22,18,23,0,3.8,21
COc1ccc(OC)c(C(=O)N/N=C/c2ccccn2)c1,3,-3,-3,0,32,-6,-5,3.3,3

# Rewritten with tabs: part of the list above
SMILES	Mdm2-MdmX inh	NR3A LBD binder	APJ agonist	TIM10 inh	NLRP3 yeast inh	tim10-1 inh	XBP1 UPR activ	CHOP UPR activ	tim23-1 inh
Cc1ccc(C(=O)C2CCN(CC(=O)Nc3ccccc3C)CC2)cc1	2	0	-2	0	17	16	-4	1.6	-1
CCCc1[nH]nc2c1C(c1ccccc1OCC)C(C#N)=C(N)O2 (centres undefined)	23	-2	1	15	18	29	-2	1.1	27
CCC(NC(=O)c1cccc(Cn2nc(C)c([N+](=O)[O-])c2C)c1)c1ccc(C(C)C)cc1 (centres undefined)	-2	-4	2	5	9	24	0	-0.3	11
CSc1nn2c(C(F)(F)F)cc(C(F)(F)F)nc2c1C(N)=O	8	1	-4	-3	1	-1	4	-0.8	-1
O=C(NCC(=O)N1CCCCCCC1)c1cccc([N+](=O)[O-])c1	8	-1	2	-8	1	-7	0	2.2	6
CCn1nnnc1NC(=O)c1cc(Cl)c(OC)c(Cl)c1	-2	1	1	-17	3	-9	2	-0.9	-6
O=C(COc1ccc(Cl)cc1Br)NNC(=O)C(=O)N1CCCCC1	11	0	-2	9	20	28	1	0.4	22
CC(=O)Nc1c(NCC(C)C)c2ccccc2oc1=O	-20	2	0	3	8	7	-1	0.0	7
CCCCCn1c(C(Cc2ccccc2)NC(=O)COC)nc2ccccc21 (centres undefined)	25	2	0	17	-14	26	-3	-2.2	28
CC1=CC(C)(C)n2c(O)c(N=NC(N)=S)c3cccc1c32	21	-12	-3	9	-4	24	-1	-0.4	4
CCn1c2ccccc2c2cc(N=C3SC(CC(=O)Nc4ccccc4OC)C(=O)N3CCOC)ccc21 (centres undefined)	38	1	4	26	9	30	-2	1.2	24
O=C(c1cccc2c1-c1ccccc1/C2=N/O)N1CCCCC1	39	0	-5	30	15	18	1	-2.9	33
Cn1nc(C(=O)OCC(=O)Nc2ccc(SC(F)F)cc2)c2ccccc2c1=O	2	-6	-2	5	15	-31	0	1.4	-12

# (further entries)
SMILES,Mdm2-MdmX inh,NR3A LBD binder,APJ agonist,TIM10 inh,NLRP3 yeast inh,tim10-1 inh,XBP1 UPR activ,CHOP UPR activ,tim23-1 inh
O=S(=O)(Nc1cccc(-n2cnnn2)c1)c1cccc(Cl)c1,-24,-6,-2,7,7,1,-5,0.2,7
COc1ccc(N(CC(=O)NCCSCc2ccccc2Cl)S(C)(=O)=O)cc1Cl,14,2,-4,-6,20,2,-2,2.3,12
C[C@@H]1C=CC(=O)O[C@@H]1c1ccc(Cl)cc1,79*,-1,0,43*,2,45*,1,5.1,56*
CCOC(=O)CSc1ncc(-c2ccccc2)cn1,-11,-2,-3,-4,15,17,2,2.1,22
COc1cccc(C2CC(c3cccs3)=NN2S(C)(=O)=O)c1 (centres undefined),1,-2,-1,0,22,5,-3,-2.0,16
O=C(Nn1cnnc1)c1ccc(Br)s1,-13,2,-3,4,4,11,-1,-1.7,3
O=C(OCC(=O)N1CCN(S(=O)(=O)c2ccc(Cl)cc2)CC1)C1CCC1,30,-1,-3,5,5,3,2,0.6,-4
CC(=O)Nc1cc[n+](C(C)C(=O)c2ccc(Br)cc2)cc1 (centres undefined),-12,-1,-1,21,15,0,-3,-0.1,-3
O=C(CSc1nnc(C2CC2)n1C1CC1)c1cc(F)ccc1F,10,0,0,2,18,13,-1,0.2,19
CC(/C=C1\SC(=S)N(CCC(=O)Nc2cccc(C(=O)O)c2)C1=O)=C\c1ccccc1,14,2,0,11,9,6,-3,11,25
COc1ccc(NC(=O)CN2CCN(CC(=O)Nc3ccccc3F)CC2)cc1OC,13,0,2,-4,15,-7,-2,-0.7,-10
N=c1sccn1CC(=O)Nc1cccc(S(=O)(=O)N2CCCCCC2)c1,8,-1,-2,11,22,22,-3,1.1,17
